Screening data as filed in PubChem BioAssay.
BoNT-F LC inh: inhibitors of Botulinum neurotoxin F light chain protease | Multiplex microsphere protease cleavage assay, flow cytometry | inhibition, % at 10 µM | 360,000 tested, 0.22% active | AID 588497; in the data active = inhibition above about 35%, passing the limit was not always enough; inconclusive = no clear call, values can overlap the other calls; also: plate controls were buffer without enzyme for full effect and enzyme alone for no effect
BoNT-A LC inh2: inhibitors of Botulinum neurotoxin A light chain protease | 360,000 tested, 0.17% active | inhibition, % at 10 µM | AID 588499 | multiplex microsphere protease substrate cleavage, flow cytometry; also: plate controls were buffer without enzyme for full effect and enzyme alone for no effect
PfHsp40 rescue: compounds rescuing yeast from Plasmodium falciparum HSP40 toxicity. S. cerevisiae expressing PfHsp40, growth rescue, ATP luminescence. growth rescue, % at 12.5 µM. 340,000 tested, 0.68% active; in the data active = growth rescue above about 28%, passing the limit was not always enough; inconclusive = no clear call, values can overlap the other calls;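 also: yeast W303a lacking pdr1 and pdr3 grown in galactose medium; growth measured after three days at 30 °C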
GDH-TPI counter: counter-screen for M. tuberculosis FBA inhibitors: GDH-TPI coupled enzymes | inhibition, % at 4.8 µM | 360,000 tested, 1.2% active | GDH-TPI coupled enzyme counterscreen, NADH absorbance; in the data active = inhibition above about 30%;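 also: 0% = DMSO wells and 100% = wells lacking the enzyme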
Anthrax LF prot: anthrax lethal factor protease inhibition | P15917 | multiplex microsphere protease cleavage assay, LF | inhibition, % at 10 µM | 360,000 tested, 0.12% active; also: plate controls were buffer without enzyme for full effect and enzyme alone for no effect
Mtb BioA inh: blocks M. tuberculosis BioA enzyme activity | purified M. tuberculosis BioA enzyme, plate reader | inhibition, % at 9.99 µM | 360,000 tested, 0.096% active | AID 602481; in the data active = inhibition above about 40%; inconclusive = no clear call, values can overlap the other calls
FadD28 binding: M. tuberculosis FadD28 bisubstrate binding inhibition; AID 588549; FadD28 bisubstrate probe binding, fluorescence polarization; 360,000 tested, 0.22% active; inhibition, % at 12.5 µM; in the data active = inhibition above about 8.5%, passing the limit was not always enough; inconclusive = no clear call, values can overlap the other calls
Mtb FBA inh: Mtb fructose-bisphosphate aldolase inhibition; P9WQA3; purified M. tuberculosis FBA, fluorescence read-out; inhibition, % at 1 µM; 360,000 tested, 2.3% active; in the data active = inhibition above about 27%;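 also: 0% = vehicle and 100% = reference inhibitor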
Target sequence (P9WQA3 whole entry, looked up): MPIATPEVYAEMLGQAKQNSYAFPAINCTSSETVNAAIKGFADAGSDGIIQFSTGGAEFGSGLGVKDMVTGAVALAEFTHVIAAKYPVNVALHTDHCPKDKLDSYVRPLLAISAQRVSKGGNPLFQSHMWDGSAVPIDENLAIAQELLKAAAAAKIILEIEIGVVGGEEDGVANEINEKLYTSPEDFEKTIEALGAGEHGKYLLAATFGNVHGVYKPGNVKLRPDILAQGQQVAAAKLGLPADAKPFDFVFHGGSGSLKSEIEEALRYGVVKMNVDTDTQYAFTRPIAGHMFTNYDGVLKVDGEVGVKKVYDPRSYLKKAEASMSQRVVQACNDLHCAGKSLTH
Mtb UGM inh: Mtb UDP-galactopyranose mutase inhibition | P9WIQ1 | purified UGM, fluorescence polarization probe displacement | inhibition, % at 10 µM | 320,000 tested, 0.06% active; in the data active = inhibition above about 10%, passing the limit was not always enough; inconclusive = no clear call, values can overlap the other calls
Target sequence (P9WIQ1 whole entry, looked up): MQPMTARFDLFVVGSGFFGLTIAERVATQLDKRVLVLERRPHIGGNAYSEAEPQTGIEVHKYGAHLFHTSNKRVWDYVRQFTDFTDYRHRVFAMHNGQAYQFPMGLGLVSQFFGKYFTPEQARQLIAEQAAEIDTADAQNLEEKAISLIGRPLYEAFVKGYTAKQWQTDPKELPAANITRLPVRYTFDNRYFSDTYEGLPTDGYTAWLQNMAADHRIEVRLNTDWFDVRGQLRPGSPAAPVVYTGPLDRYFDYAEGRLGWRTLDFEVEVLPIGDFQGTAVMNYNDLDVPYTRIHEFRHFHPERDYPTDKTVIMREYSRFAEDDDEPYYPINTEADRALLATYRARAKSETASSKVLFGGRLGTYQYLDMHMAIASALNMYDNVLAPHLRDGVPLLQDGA
The depositor's hits bear a star; ? = inconclusive; . = no result given. Rule as the data show it, unless noted: active = inhibition above about 30%; inconclusive = no clear call, values can overlap the other calls; inactive = below that.

Key to letters: A = BoNT-F LC inh; B = BoNT-A LC inh2; C = PfHsp40 rescue; D = GDH-TPI counter; E = Anthrax LF prot; F = Mtb BioA inh; G = FadD28 binding; H = Mtb FBA inh; I = Mtb UGM inh
O=S(=O)(c1ccc(F)cc1)N1CCCC(CO)C1 (configuration not stated)
  A = -20; B = -0.9; C = -1.3; D = 2; E = -8; F = -0.8; G = -1.4; H = -2; I = -0.6
COc1ccccc1NC(=O)c1cc(N)cc(C(=O)Nc2ccccc2OC)c1
  A = 7; B = 1.2; C = 1.4; D = 7; E = -3; F = .; G = -0.2; H = 0; I = -2.9
C=C(C)C(=O)Nc1cccc(C2=NOC3(C2)C[C@@H](C(N)=O)N(C(=O)C(=C)C)C3)c1 (some centres not stated)
  A = -1; B = -0.1; C = -1.1; D = 3; E = -4; F = -0.3; G = -1.1; H = 0; I = 4.0
CCN(CC)C(=O)Sc1cccc2cccnc12
  A = 6; B = 0.3; C = -1.3; D = 0; E = -5; F = 0.4; G = -0.3; H = 10; I = 0.5
CCOc1ccc(Cl)cc1CNc1nnnn1CC
  A = 14; B = -0.6; C = -1.2; D = -2; E = 10; F = -1.2; G = -3.2; H = -1; I = -0.3
COc1cc2c(cc1OC)CN(Cc1ccc(C)cc1)CC2
  A = ?; B = -0.8; C = -0.9; D = -4; E = -5; F = -1.6; G = 0.3; H = 4; I = 3.0
CC1=C(C(=O)OCCCBr)C(c2ccc3c(c2)OCO3)NC(=O)N1 (configuration not stated)
  A = ?; B = -2.6; C = -0.7; D = 11; E = 15; F = -0.2; G = ?; H = -1; I = 0.5
CCOC(=O)c1ccc(NC(=O)C(CC)CC)cc1
  A = -14; B = -0.2; C = 1.4; D = -13; E = -2; F = 3.6; G = -1.4; H = -2; I = 1.8
CCOc1ccc(Br)cc1C1C(C(=O)OC)=C(N)Oc2cc(N(C)C)ccc21 (configuration not stated)
  A = -7; B = -0.6; C = 1.7; D = -14; E = -8; F = 1.4; G = -2.5; H = -1; I = -2.4
O=C(NCc1cccc(C(F)(F)F)c1)c1ccc2sc(C3=C[C@@H](O)[C@@H](O)[C@@H](CO)O3)nc2c1
  A = -8; B = 0.3; C = .; D = 13; E = 2; F = -1.6; G = -2.2; H = 3; I = .
COc1cc(NC(=O)c2cc(C)no2)c(OC)cc1Cl
  A = -17; B = -2.0; C = 0.6; D = 1; E = 7; F = 2.3; G = -3.2; H = -5; I = -0.1
CCCCOc1ccc(C(=O)N2CC(C)OC(C)C2)cc1 (configuration not stated)
  A = 3; B = 0.5; C = -0.6; D = 10; E = -1; F = 1.2; G = -1.5; H = 4; I = -1.1
COc1ccccc1OCc1cc(C(=O)N(C)CCC2CCOCC2)no1
  A = -2; B = -0.6; C = .; D = 3; E = -6; F = -1.1; G = -4.1; H = -2; I = .
CCCN(CCC)CCCNC(=O)Cn1cnc2sc(C)c(S(=O)(=O)N3CCOCC3)c2c1=O
  A = -12; B = -4.0; C = 0.2; D = -2; E = 9; F = .; G = -0.7; H = 1; I = -0.3
CC12CN(Cc3ccccc3)CC(C)(CN(Cc3ccccc3)C1)C2=NO
  A = -54; B = -2.7; C = 0.9; D = -1; E = 1; F = 1.7; G = -3.8; H = 0; I = -1.4
Cc1ccc(NS(=O)(=O)c2sc3ccc(Cl)cc3c2C)cc1
  A = .; B = .; C = .; D = 5; E = .; F = 1.9; G = -2.8; H = -1; I = 0.7
O=C(COC(=O)c1ccc([N+](=O)[O-])o1)Nc1nc2ccccc2s1
  A = -2; B = 0.5; C = 4.0; D = 15; E = -2; F = -2.1; G = -3.6; H = -5; I = 0.4
CNc1nc(Cl)nc(NC(C)(C)C)n1
  A = -4; B = -0.9; C = 0.5; D = 1; E = -5; F = -3.1; G = 0.9; H = 1; I = 0.6
O=C(NCc1ccccn1)c1ccc(CS(=O)(=O)Cc2ccc(Cl)cc2)o1
  A = 2; B = 0.0; C = -1.6; D = -18; E = 1; F = 2.9; G = -2.9; H = 3; I = 0.4
CCOC(=O)c1ccc2[nH]c3c(c2c1)CCCC3C(=O)OCC (configuration not stated)
  A = -1; B = 0.0; C = 7.1; D = 6; E = 3; F = 0.0; G = 0.3; H = 1; I = 3.7
c1cn2c(-c3ccoc3)cncc2n1
  A = 3; B = -0.1; C = .; D = 3; E = -3; F = -2.0; G = -5.1; H = 26; I = .
Cc1cccc2cc(/C=C/C(=O)c3ccco3)c(Cl)nc12
  A = .; B = .; C = .; D = 7; E = .; F = 0.3; G = -0.3; H = 4; I = 1.1
c1ccc(CCNc2ncnc3scc(C4COc5ccccc5O4)c23)cc1 (configuration not stated)
  A = -13; B = -0.5; C = -0.1; D = 6; E = 4; F = -3.8; G = -1.1; H = -1; I = -1.3
Cc1noc2ncnc(Sc3ccccc3Cl)c12
  A = -28; B = -1.1; C = -1.4; D = -8; E = -6; F = -0.1; G = -0.6; H = 2; I = 1.6
Cc1ccc([C@@H]2[C@@H]3C(=O)N(C)C(=O)[C@@H]3[C@]3(C)C(=O)N(Cc4ccccn4)CC(=O)N23)o1
  A = -1; B = 0.2; C = -0.3; D = -7; E = 0; F = -1.3; G = -2.7; H = -4; I = 0.4
Cc1n[nH]c(C)c1CN(C)C(=O)c1cc(COc2ccc(F)c(F)c2)on1
  A = 0; B = -1.6; C = 0.6; D = -2; E = -2; F = 1.6; G = -2.0; H = -1; I = 3.4
NNC(=O)COc1cccc(Oc2ccccc2)c1
  A = -5; B = 0.1; C = 2.8; D = 5; E = -1; F = .; G = -1.8; H = 2; I = 0.2
COC(=O)/C(=C\c1ccc([N+](=O)[O-])cc1)NC(=O)c1ccccc1
  A = -6; B = -0.1; C = -2.2; D = 29; E = 3; F = -0.9; G = -2.4; H = -1; I = .
Cc1ccc(NC(=O)c2ccc(OC(=O)COc3ccc(Cl)c(C)c3)cc2)cc1
  A = 1; B = 0.0; C = -0.6; D = 8; E = 1; F = 0.0; G = -3.0; H = -3; I = -0.2
O=C(Nc1ccc(N2CCN(C(=O)c3ccccc3)CC2)c(Cl)c1)c1ccc(Br)o1
  A = -3; B = -0.8; C = 5.2; D = 4; E = -6; F = .; G = -0.9; H = 3; I = -0.5

By substructure: the compounds so far with four or more nitrogen atoms.
Key to letters: A = BoNT-F LC inh; B = BoNT-A LC inh2; C = PfHsp40 rescue; D = GDH-TPI counter; E = Anthrax LF prot; F = Mtb BioA inh; G = FadD28 binding; H = Mtb FBA inh; I = Mtb UGM inh
C=C(C)C(=O)Nc1cccc(C2=NOC3(C2)C[C@@H](C(N)=O)N(C(=O)C(=C)C)C3)c1 (some centres not stated)
  A = -1; B = -0.1; C = -1.1; D = 3; E = -4; F = -0.3; G = -1.1; H = 0; I = 4.0
CCOc1ccc(Cl)cc1CNc1nnnn1CC
  A = 14; B = -0.6; C = -1.2; D = -2; E = 10; F = -1.2; G = -3.2; H = -1; I = -0.3
CCCN(CCC)CCCNC(=O)Cn1cnc2sc(C)c(S(=O)(=O)N3CCOCC3)c2c1=O
  A = -12; B = -4.0; C = 0.2; D = -2; E = 9; F = .; G = -0.7; H = 1; I = -0.3
CNc1nc(Cl)nc(NC(C)(C)C)n1
  A = -4; B = -0.9; C = 0.5; D = 1; E = -5; F = -3.1; G = 0.9; H = 1; I = 0.6
Cc1ccc([C@@H]2[C@@H]3C(=O)N(C)C(=O)[C@@H]3[C@]3(C)C(=O)N(Cc4ccccn4)CC(=O)N23)o1
  A = -1; B = 0.2; C = -0.3; D = -7; E = 0; F = -1.3; G = -2.7; H = -4; I = 0.4
Cc1n[nH]c(C)c1CN(C)C(=O)c1cc(COc2ccc(F)c(F)c2)on1
  A = 0; B = -1.6; C = 0.6; D = -2; E = -2; F = 1.6; G = -2.0; H = -1; I = 3.4

(next part)
Key to letters: A = BoNT-F LC inh; B = BoNT-A LC inh2; C = PfHsp40 rescue; D = GDH-TPI counter; E = Anthrax LF prot; F = Mtb BioA inh; G = FadD28 binding; H = Mtb FBA inh; I = Mtb UGM inh
O=C(CN1C(=O)C2CC=CCC2C1=O)Nc1nnc(SCc2c(Cl)cccc2Cl)s1 (configuration not stated)
  A = 5; B = 0.0; C = 0.2; D = -3; E = -1; F = 1.6; G = -2.5; H = -14; I = 1.6
CC1CCN(Cc2nnnn2CCCC(=O)N(C)C2CCOC2)CC1 (configuration not stated)
  A = 2; B = 0.2; C = -0.6; D = -1; E = 1; F = 0.7; G = -4.4; H = -3; I = 1.3
CCCCCCC[C@@H](C/C=C/CCC(=O)N(C)C/C(=C/Cl)C/C(=C\C(=O)N1C[C@H](O)CC1=O)OC)OC
  A = -6; B = -0.1; C = 54*; D = 5; E = -8; F = 0.2; G = -1.2; H = -1; I = .
O=S1(=O)CC(N2CCOCC2)c2ccccc21 (configuration not stated)
  A = 7; B = 0.0; C = -1.2; D = 5; E = 0; F = -0.9; G = -0.9; H = -2; I = 2.4
C=CCn1c(SCc2c(C)noc2C)nc2ccccc2c1=O
  A = 8; B = 0.4; C = 0.0; D = -13; E = -1; F = 5.3; G = -2.8; H = -1; I = -1.2
NS(=O)(=O)c1ccc(CCNC(=O)c2ccc(NC3=NC4CS(=O)(=O)CC4S3)cc2)cc1 (configuration not stated)
  A = 6; B = 1.1; C = -0.7; D = -13; E = 1; F = 0.0; G = .; H = -5; I = 0.1
O=C(NCCc1ccccc1)c1ccc(NC(=O)C2CCCCC2)cc1
  A = -2; B = -0.3; C = -0.6; D = -4; E = -2; F = 0.3; G = -4.5; H = -3; I = .
O=C(Cn1cnc2c(nc3n2CCCCC3)c1=O)Nc1cccc(C(F)(F)F)c1
  A = 3; B = 0.8; C = 0.2; D = 10; E = -1; F = 0.1; G = 0.3; H = -3; I = 0.9
CCCCCC(O)CCc1n[nH]c(=S)n1-c1ccccc1 (configuration not stated)
  A = 1; B = 0.2; C = 0.0; D = 2; E = -6; F = .; G = -0.9; H = 1; I = 4.4
N#Cc1ccc2c(=O)n(-c3ccccc3)sc2c1
  A = -3; B = 14; C = .; D = 7; E = -2; F = 0.8; G = -1.4; H = 0; I = .
CCN(CC)C(=O)Oc1ccc(Cl)c2ccccc12
  A = -4; B = -0.3; C = 0.2; D = 11; E = -6; F = .; G = 0.7; H = -1; I = 1.8
COc1ccc(C(=O)OCC(=O)c2ccc(S(=O)(=O)N3CCCCC3)cc2)c(OC)c1
  A = .; B = .; C = 0.3; D = 0; E = .; F = -1.2; G = -0.5; H = 4; I = .
Cc1sc(N2CCN(S(=O)(=O)c3ccc4c(c3)NC(=O)CO4)CC2)nc1-c1ccccc1
  A = 1; B = 0.5; C = -3.0; D = -8; E = -3; F = 0.6; G = -4.4; H = -1; I = 0.7
CCN(CC)C(=S)NC(=O)c1cc(OC)c(OC)c(OC)c1
  A = 2; B = 2.1; C = 16; D = -2; E = 0; F = .; G = 0.0; H = 3; I = -0.3
CCc1ccc(NC(=O)C(C)OC(=O)Cn2[nH]c(=O)c3ccccc3c2=O)cc1 (configuration not stated)
  A = -10; B = 0.3; C = .; D = 6; E = -4; F = -0.6; G = 0.0; H = 2; I = .
C=COc1ccc(N2C(=O)c3ccccc3OC2C)cc1 (configuration not stated)
  A = 11; B = -1.4; C = 0.2; D = -1; E = 4; F = -0.1; G = -1.1; H = -1; I = -1.2
O=C(CCCCCN1C(=O)CCC1=O)NCc1ccccc1
  A = -11; B = 0.6; C = 1.3; D = -4; E = 1; F = .; G = 1.0; H = 1; I = -0.3
Cc1cccc2c1nc(-c1ccccc1)n1nnnc21
  A = -4; B = 0.0; C = 0.0; D = 8; E = -2; F = -0.6; G = -0.4; H = 2; I = -0.3
O=S(=O)(/N=C(\c1ccc(F)cc1)N1CCOCC1)c1ccccc1
  A = -3; B = 0.2; C = .; D = 1; E = 4; F = -1.6; G = 0.3; H = 4; I = .
CCc1nc2ccc(C(=O)NCCCN3CCCC3=O)cn2c1N(C=O)CC
  A = 6; B = 0.1; C = .; D = 13; E = -5; F = 1.8; G = -0.4; H = 7; I = .
CCOc1ncccc1C(=O)OCC(=O)Nc1nnc(-c2ccccc2)o1
  A = -9; B = -0.6; C = 0.1; D = 14; E = -3; F = .; G = -1.2; H = -3; I = 1.3
CCc1cccc(CC)c1NC(=O)COC(=O)C1(C)CC1(Cl)Cl (configuration not stated)
  A = -4; B = -0.1; C = 0.8; D = 4; E = -5; F = .; G = -0.3; H = 2; I = 1.6
